Compound activity (PubChem)
KOR beta-arrestin-1 = kappa opioid receptor blockers – cell-based, luminescence, uHTS (AID 1778); 290,000 compounds, 0.091% hits; inhibition, % at 10 µM; hits with a dose series show IC50 in µM; KOR beta-arrestin recruitment, luminescence, antagonist mode; higher % means a stronger effect; further: strong numbers were not always called active
HIV fusion peptide = inhibitors of HIV fusion peptide binding, primary screen, biochemical, uHTS, fluorescence dequenching (AID 1986). inhibition, % at 20 µM, or IC50 in µM where a hit was titrated. cell-free peptide binding, fluorescence dequenching, 30 min; higher % means a stronger effect. 290,000 compounds, 0.3% hits; in the data active means inhibition mostly above about 52%, no sharp cut-off; inactive means mostly below about 76%; further: some results filed as inactive read as strong as hits
HEK293 NOD2/NF-kB = inhibition of NOD2-driven NF-kB reporter – cell-based, luminescence, uHTS, HEK293 (AID 1566); inhibition, % at 4 µM; hits with a dose series show EC50 in µM; 290,000 compounds, 0.63% hits; HEK293 NOD2/NF-kB luciferase reporter, luminescence; higher % means a stronger effect; further: many of its hits are not listed in these tables
Myeloid diff 2 = promotes myeloid progenitor differentiation; ER-HoxA9 myeloid progenitors, lysozyme-GFP differentiation, flow cytometry; calls only at 10 µM; 360,000 compounds, 1% hits; AID 624256;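 active means normalized GFP-positive differentiation at or above the plate's own cutoff, the solvent-only control mean plus 3 SD; inconclusive means no clear call, values can overlap the other calls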;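 further: cells exposed to compound for four days before flow analysis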
GPR55 LPI antagonism = inhibition of LPI-stimulated GPR55 beta-arrestin translocation – imaging, U2OS, beta-arrestin-GFP, LPI agonist, primary screen (AID 2013) | U2OS GPR55 beta-arrestin-GFP translocation imaging, LPI antagonism; higher % means a stronger effect | one-dose inhibition, % at 10 µM; IC50 in µM for titrated hits | 290,000 compounds, 0.13% hits;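 active means spots per cell inhibited over 60%, with over 100 cells counted and total cytoplasm intensity under 500,000; inconclusive means wells with under 100 cells, flagged as likely toxic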;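 further: U2OS cells stably carrying GPR55 and arrestin-GFP stimulated by 5 µM LPI near EC80; imaged beta-arrestin-GFP aggregate spots per cell after agonist stimulation; plate controls were LPI-stimulated DMSO wells for no effect and DMSO wells without LPI for full effect; some results filed as inactive read as strong as hits; confirmed hits need IC50 under 10 µM and bright autofluorescent wells are also inconclusive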
GPR35 arrestin U2OS = inhibition of zaprinast-stimulated GPR35 beta-arrestin translocation – imaging, U2OS, beta-arrestin-GFP, zaprinast agonist, primary screen (AID 2058). 290,000 compounds, 0.052% hits. U2OS GPR35 beta-arrestin-GFP translocation imaging, zaprinast antagonism; higher % means a stronger effect. inhibition, % at 10 µM; hits with a dose series show IC50 in µM;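 active means inhibition of at least 50% with at least 30 cells and total cytoplasm GFP at most 10,000,000; inconclusive means under 30 cells or total GFP of 10,000,000 plus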
KOR beta-arrestin-2 = KOR agonists, beta-arrestin recruitment, primary screen, cell-based, luminescence, uHTS (AID 1777) | KOR beta-arrestin recruitment, luminescence; higher % means a stronger effect | activation, % at 10 µM; hits with a dose series show EC50 in µM | 280,000 compounds, 0.02% hits; in the data active means activation above about 50%, passing the limit was not always enough; further: a part of the inactive calls stands beside numbers as strong as those of hits
GPR55 beta-arrestin = selective activators of receptor GPR55 – imaging, U2OS cells, beta-arrestin-GFP redistribution, primary screen (AID 1961). U2OS GPR55 beta-arrestin-GFP redistribution imaging; higher % means a stronger effect. activation, % at 10 µM, or EC50 in µM where a hit was titrated. 290,000 compounds, 0.048% hits;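 active means activation above 40% with more than 50 cells counted in the well; inconclusive means wells holding fewer than 50 cells, flagged as toxic or sparse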;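 further: U2OS osteosarcoma cells stably expressing GPR55 and beta-arrestin-GFP; plate controls were DMSO negative control for no effect and LPI positive control for full effect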
NOD1 inhibition = inhibition of NOD1-driven NF-kB reporter – cell-based, luminescence, uHTS, primary screen (AID 1578); NOD1-driven NF-kB luciferase reporter cells, luminescence; higher % means a stronger effect; one-dose inhibition, % at 4 µM; EC50 in µM for titrated hits; 290,000 compounds, 1% hits; in the data active means inhibition mostly above about 36%, no sharp cut-off; inactive means mostly below about 34%;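 further: HEK-293T reporter cells stimulated with the NOD1 agonist gamma-tri-DAP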
Myeloid diff 2 GFP+ MAC1+ % = further read-out of Myeloid diff 2, marked with its call; GFP+ MAC1+ double positive, %; measured here: differentiation confirmed by MAC1 staining
* = called active by the depositor; i = inactive; ? = inconclusive; . = no result given; [ ] = another dose, or the depositor's remark. Unless noted, no stated cut-off is given here; in the data, active means inhibition above about 50%; inactive means the rest. Only part of the results is shown; count on the stated rates, not on these rows.

Molecule,KOR beta-arrestin-1,HIV fusion peptide,HEK293 NOD2/NF-kB,Myeloid diff 2,Myeloid diff 2 GFP+ MAC1+ %,GPR55 LPI antagonism,GPR35 arrestin U2OS,KOR beta-arrestin-2,GPR55 beta-arrestin,NOD1 inhibition
O=C(CC(Sc1ccc(Br)cc1)C(=O)O)c1ccc(F)cc1 (centres undefined),14%,0.3%,0%,i,0.5,6%,3%,1.7%,0.0%,-4%
Cc1cc(C)cc(NC(=O)C2CCCN(S(=O)(=O)c3ccc4[nH]c(=O)ccc4c3)C2)c1 (centres undefined),-15%[20 µM],1.3%,7%,i,3.4,-12%,11%,-8.2%,2.0%,-16%
NC(=O)SCC(=O)Nc1cccc(Cl)c1,-42%,-0.2%,20%,i,0.9,4%,14%,-0.9%,-0.1%,5%
CCCCn1c(SCC2CCCCO2)nc2cc(S(N)(=O)=O)ccc21 (centres undefined),10%,0.7%,18%,i,0.5,-3%,4%,0.4%,-0.2%,0%
O=C(NCCc1cccs1)C1CCC(=O)N(CCc2cccc(F)c2)C1 (centres undefined),-14%,-0.8%,8%,i,0.8,7%,11%,-5.4%,-0.1%,-19%
Clc1cc(Br)ccc1OCCN1CCOCC1,-15%,1.0%,6%,i,0.5,8%,14%,0.1%,0.2%,-1%
Cc1nc(N2CCN(Cc3ccc4c(c3)OCO4)CC2)c2cc(-c3ccccc3)sc2n1,-65%,-1.5%,-6%,i,1.2,-1%,-12%,5.3%,0.7%,-22%
O=C(CSc1cccc[n+]1[O-])c1cccs1,-2%,1.0%,19%,i,0.4,9%,-10%,-3.0%,-0.4%,-18%
CC(=O)c1cnc2nc(SCc3cccc(C)c3)nn2c1C,-23%[20 µM],-0.6%,-12%,i,0.4,-4%,-13%,7.0%,-0.1%,-20%
CC1CCCCC12NC(=O)N(CC(=O)Nc1ccccc1-c1ccccc1)C2=O (centres undefined),4%,-2.6%,-7%,i,0.2,13%,-12%,0.4%,-0.2%,20%
Cc1ccccc1OCC(=O)OCn1nnc2ccccc2c1=O,-16%,-0.4%,8%,i,0.3,2%,6%,0.1%,0.2%,-11%
CC1(C)OC(=O)C(=CNC(CCC(N)=O)C(=O)O)C(=O)O1 (centres undefined),-6%,0.8%,-5%,i,0.3,5%,-3%,2.6%,0.0%,-30%
CCc1c(C)nc(N2CCN(c3cccc(OC)c3)CC2)[nH]c1=O,-23%[20 µM],-1.0%,21%,i,0.3,-1%,-5%,-4.3%,0.8%,-23%
Nc1nc(-c2ccco2)nc(N2CCCCC2)n1,-38%,-0.6%,2%,i,0.5,0%,10%,9.9%,-0.2%,-2%
Cc1cc(NC(=O)CCC(=O)N(c2ccccc2)C(C(=O)NC(C)(C)C)c2ccccc2Cl)no1 (centres undefined),7%,-0.6%,-9%,i,0.2,4%,-10%,0.6%,1.2%,-14%
O=C(CC1C(=O)N(c2ccc(F)cc2)C(=O)N1Cc1ccccn1)Nc1ccccc1 (centres undefined),5%,0.8%,8%,i,3.3,16%,-15%,-4.6%,-0.2%,-4%
COc1ccc(C(C(=O)NC2CCCCC2)N(C(=O)c2sc(C)nc2C)c2ccccc2)cc1 (centres undefined),27%,0.9%,0%,i,0.3,8%,-6%,1.6%,-0.3%,-4%
CNS(=O)(=O)c1ccc(NC(=O)c2cncc(Br)c2)cc1,-19%,1.9%,17%,i,0.0,4%,3%,-3.1%,-0.1%,-7%
COc1cccc(NC(=O)CN(C)C(C)C(=O)Nc2ccc(C(C)=O)cc2)c1 (centres undefined),11%,1.0%,9%,i,1.0,8%,-12%,-1.5%,-0.3%,-25%
O=C(CCS(=O)(=O)c1ccc(F)cc1)Nc1nc(-c2ccccn2)cs1,-31%,-0.9%,21%,?,.,-3%,0%,-0.1%,-0.2%,-17%
Cc1nc2nc3c(cn2n1)C(=O)CCC3,-47%,0.2%,-16%,i,2.9,-13%,2%,5.5%,0.3%,22%
NC(=O)C1CCN(CC(=O)NC2CCCc3ccccc32)CC1 (centres undefined),-20%,0.8%,2%,i,0.1,12%,11%,1.4%,-0.6%,-8%
Cc1ccc(-c2nc(CS(=O)CC(=O)NCCCN3CCN(Cc4ccccc4)CC3)c(C)o2)cc1 (centres undefined),0%,-1.2%,29%,?,.,23%,10%,-6.9%,0.3%,13%
COc1ccc(CN2CCNC(=O)C2CC(=O)NCC2CCOCC2)c(C)c1C (centres undefined),-5%,0.4%,-4%,i,2.6,10%,3%,0.8%,-0.1%,-24%
CNC(=O)C(=O)NCC1OCCN1S(=O)(=O)c1ccc(OC)c(OC)c1 (centres undefined),0%,2.1%,-11%,i,1.7,-6%,6%,0.8%,0.0%,-31%
OCC1(Cc2ccccc2)CCCN(Cc2c[nH]c3ccccc23)C1 (centres undefined),-5%[20 µM],-0.4%,-9%,i,0.6,-8%,25%,0.8%,0.0%,-31%
CCOC(=O)c1c(SC)[nH]c2c(Cl)cccc2c1=O,-16%,3.9%,20%,i,0.5,-2%,-4%,3.6%,0.3%,-10%
CC(C)Cn1nc(NC(=O)c2ccco2)c2cc3ccccc3nc21,24%,5.6%,17%,i,0.3,10%,-4%,-1.5%,-0.1%,-13%
Cc1cccc(NC(=O)NCCN2CCN(c3ccccc3)CC2)c1C,-18%,2.1%,-1%,i,0.8,16%,-7%,-0.6%,0.0%,-7%
O=C(COc1cccc2ccccc12)Nc1cc(S(=O)(=O)N2CCOCC2)ccc1N1CCOCC1,4%,1.2%,7%,.,.,4%,-6%,-3.4%,0.8%,-22%

Shown with each value named: part of the list above.
smiles: NC(=O)C1CCN(CC(=O)NC2CCCc3ccccc32)CC1 (centres undefined)
  KOR beta-arrestin-1: -20%	HIV fusion peptide: 0.8%	HEK293 NOD2/NF-kB: 2%	Myeloid diff 2: i	Myeloid diff 2 GFP+ MAC1+ %: 0.1	GPR55 LPI antagonism: 12%	GPR35 arrestin U2OS: 11%	KOR beta-arrestin-2: 1.4%	GPR55 beta-arrestin: -0.6%	NOD1 inhibition: -8%
smiles: Cc1nc2nc3c(cn2n1)C(=O)CCC3
  KOR beta-arrestin-1: -47%	HIV fusion peptide: 0.2%	HEK293 NOD2/NF-kB: -16%	Myeloid diff 2: i	Myeloid diff 2 GFP+ MAC1+ %: 2.9	GPR55 LPI antagonism: -13%	GPR35 arrestin U2OS: 2%	KOR beta-arrestin-2: 5.5%	GPR55 beta-arrestin: 0.3%	NOD1 inhibition: 22%

New compounds follow:
Molecule,KOR beta-arrestin-1,HIV fusion peptide,HEK293 NOD2/NF-kB,Myeloid diff 2,Myeloid diff 2 GFP+ MAC1+ %,GPR55 LPI antagonism,GPR35 arrestin U2OS,KOR beta-arrestin-2,GPR55 beta-arrestin,NOD1 inhibition
CCOC(=O)/C(=N\Nc1ccc(Br)cc1)N1CCN(c2ccccc2OC)CC1,2%,-2.1%,-55%,i,0.1,0%,4%,6.4%,0.3%,-25%
O=C1NCC(COCc2ccccc2)O1 (centres undefined),-9%,2.8%,-3%,i,1.0,0%,10%,-1.0%,0.3%,.
Cc1ccc2c(Cl)cc(Cl)c(OCC(=O)OCC(=O)Nc3ccc(C#N)cc3)c2n1,8%,-2.4%,15%,i,0.4,-5%,2%,2.9%,0.1%,44%
CC(=O)N1CCN(c2ccc(NC(=O)c3ccc(F)cc3)cc2)CC1,-34%[20 µM],-1.5%,-15%,i,0.9,5%,-4%,-1.9%,0.3%,-12%
CSc1ccc(/C=C/C(=O)c2c(O)cc(C)oc2=O)cc1,-9%[20 µM],28%,-111%,i,0.4,-12%,4%,-3.8%,0.1%,7%
O=C(NCCc1ccccc1)c1ccccc1SCC(=O)N1CCCC1,-35%,0.0%,-10%,i,1.0,9%,-4%,4.1%,-0.2%,-17%
Cc1noc(/C=C/c2ccco2)c1S(=O)(=O)N1CCC(C(=O)N(C)Cc2ccccc2)CC1,14%,2.8%,9%,i,0.4,10%,-2%,0.1%,0.6%,-2%
CC(=O)N1CCOc2ccc(S(=O)(=O)NCCc3ccc(S(N)(=O)=O)cc3)cc21,-15%,-0.4%,-3%,i,3.6,-14%,4%,0.0%,0.0%,-17%
CCN(CC)c1ccc(C(=O)N/N=C(\C)c2ccc(OC)c(OC)c2)cc1,6%,-3.5%,15%,i,0.3,-22%,-1%,1.9%,-0.1%,-19%
COc1ccc(CN2C(=O)CN(C3CCCCCC3)C(=O)C2c2ccc(F)cc2)cc1 (centres undefined),-3%,-2.9%,14%,i,8.0,11%,-1%,1.0%,0.1%,20%
COCCN(C(=O)CCC(=O)Nc1ccccn1)C(C(=O)NC(C)C)c1ccc(Cl)cc1 (centres undefined),6%,-1.2%,5%,i,1.2,5%,-6%,-2.8%,-0.1%,-21%
Cc1ccccc1OCC(=O)N1CCCCCCC1,2%,1.5%,1%,i,0.4,-15%,0%,1.4%,-0.1%,-31%
O=C1C=C(NNC(=O)c2cccnc2)CC(c2ccco2)C1 (centres undefined),14%,35%,10%,i,0.1,10%,-15%,-5.1%,0.1%,-18%
CCC/C(=N\NC(=O)c1csc(C)c1C)c1cccs1,-22%,-0.9%,-59%,i,0.2,-4%,16%,0.6%,-0.1%,-48%
CCOC(=O)Cc1csc(SCC(=O)NC(C)C23CC4CC(CC(C4)C2)C3)n1 (centres undefined),-16%,-2.2%,3%,i,1.7,-14%,0%,1.1%,-0.4%,-15%
C/C(=N/NC(=O)CCc1ccccc1)c1ccc2c(c1)OCO2,-14%,-0.8%,4%,i,1.1,7%,16%,0.3%,-0.1%,-50%
O=C(CN1C(=O)c2ccccc2C1=O)OC(C(=O)c1ccc(Cl)cc1)c1ccccc1 (centres undefined),8%,0.4%,5%,i,0.8,14%,3%,3.7%,0.0%,0%
COC(C(=O)Nc1cccc([N+](=O)[O-])c1)c1ccccc1 (centres undefined),-37%[20 µM],-1.0%,21%,i,0.3,9%,3%,1.5%,-0.1%,29%
CCN(CC)C(=S)SC1CCCCN(C(=O)c2ccc(F)cc2)C1=O (centres undefined),17%,0.6%,13%,i,0.2,4%,9%,-6.3%,1.3%,-8%
Cc1nn(Cc2ccccc2)c(Cl)c1C(=O)NCCc1ccc(Cl)cc1,-20%,-1.9%,13%,i,0.3,15%,9%,0.5%,-0.3%,-16%
